Compound activity (PubChem)
NTMT1 inhibitor – NTMT1 methyltransferase inhibition. NTMT1 MTase-Glo SAH luminescence, purified enzyme. Q9BV86. actives 2.5% (n = 59,000). Potency, µM (top dose mostly 114 µM), for inactives: top-dose activity change, negative = inhibition, hits mostly inhibitors;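 also: plate controls were DMSO vehicle for no effect and no enzyme for full effect; nearly all actives have a fitted effect of over 65% in size; many of its hits are not listed in these tables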
FH mod – Identification of activators of human fumarate hydratase by quantitative high-throughput screening; Fumarate hydratase, mitochondrial (Homo sapiens), P07954; FH coupled MDH/diaphorase resazurin fluorescence, 15 min; Potency, µM (top dose mostly 79.9 µM), inactives show at the highest dose activity change, negative = inhibition, actives largely listed as inhibitors; actives 0.22% (n = 54,000); AID 1347055, 2019; also: the screen sought activators but most active calls are inhibition curves; nearly all actives have a fitted effect of over 45% in size
Target sequence (P07954 whole entry, looked up): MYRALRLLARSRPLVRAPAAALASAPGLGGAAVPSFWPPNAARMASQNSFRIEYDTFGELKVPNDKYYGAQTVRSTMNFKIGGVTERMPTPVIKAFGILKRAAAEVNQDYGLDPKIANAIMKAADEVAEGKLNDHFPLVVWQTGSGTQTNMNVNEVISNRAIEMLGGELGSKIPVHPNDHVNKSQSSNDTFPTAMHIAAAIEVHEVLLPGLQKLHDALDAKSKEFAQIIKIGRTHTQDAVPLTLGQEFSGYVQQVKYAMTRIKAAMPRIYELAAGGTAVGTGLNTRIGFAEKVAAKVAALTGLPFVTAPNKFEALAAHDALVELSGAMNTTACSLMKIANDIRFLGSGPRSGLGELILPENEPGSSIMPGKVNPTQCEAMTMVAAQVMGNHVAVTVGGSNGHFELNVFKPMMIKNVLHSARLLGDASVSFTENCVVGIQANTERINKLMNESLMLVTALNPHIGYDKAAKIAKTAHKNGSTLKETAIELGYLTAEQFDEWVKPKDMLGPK
Active calls of the source: *; ? = inconclusive; & = joins results of further samples; [ ] = another dose, or the depositor's remark. Calls follow the shape of the dose curve; as a rule, active = well fitted curve in the direction sought with a large enough effect; inconclusive = small, poorly fitted or top-dose-only effect, or another doubt; inactive = no such curve, though single readings can be large; an effect the other way counts as inactive or inconclusive. Unless noted, % is scaled to controls: 0 for no effect and ±100 for the full control effect; potency is read from the fitted curve at half-maximal effect.

SMILES | NTMT1 inhibitor | FH mod
Cc1ccccc1-n1nc(-c2c(-c3ccc(F)cc3)nn3c2NC[C@@H](CO)C3)ccc1=O | -13.7%[57.5 µM] | 0.6%
CCCCNC(=O)NS(=O)(=O)c1ccc(N)cc1 | -1.1%[57.5 µM] | -2.7%[53.3 µM]
C=C1/C(=C/C=C2\CCC[C@]3(C)[C@@H]([C@H](C)/C=C/C(=O)C4CC4)CC[C@@H]23)C[C@@H](O)C[C@@H]1O | -11.6%[57.5 µM] | -6.3%
CSc1ccc2c(c1)C(N1CCN(C)CC1)Cc1ccccc1S2 (stereo unspecified) | ? | ?
NC(CO)(CO)CO | 33.1%[activator][57.5 µM] | -4.5%[53.3 µM]
O=C(NCc1ccc(OC(F)(F)F)cc1)C1c2ccccc2C(=O)N1C1CCOCC1 (stereo unspecified) | 7.7%[57.5 µM] | -1.2%
CC1CC(=O)C2C(O)(C1)CC(O)C13OC1c1c(O)cccc1C(=O)C23O (stereo unspecified) | 5.0%[29.8 µM] | 4.1%[53.3 µM]
Cc1cccc(-c2[nH]c(CNc3ccccc3F)nc2-c2ccc3ncnn3c2)n1 | 15.6%[57.5 µM] | 9.8%
Nc1nc(Cl)nc2c1ncn2[C@@H]1O[C@H](CO)[C@@H](O)[C@H]1F | -6.3%[57.5 µM] | -4.3%[53.3 µM]
OC[C@@]1(O)CO[C@H](OC[C@H]2O[C@@H](OCCc3ccccc3)[C@H](O)[C@@H](O)[C@@H]2O)[C@@H]1O | 17.6%[29.8 µM] | 0.6%[53.3 µM]
Cc1ccnc2c1NC(=O)c1cccnc1N2C1CC1 | 27.8%&21.1%[57.5 µM] | 2.5%&6.8%[53.3 µM]
COc1ccc(C(=O)N(CCC(C)C)Cc2nc(C)c(C)n2Cc2ccccc2C)c(OC)c1 | 2.0%[57.5 µM] | -4.2%
NC(=O)c1cnc(-c2ccc(C3(N)CCC3)cc2)c(-c2ccccc2)c1 | ? | -4.8%
O=C(/C=C/c1ccc(O)c(O)c1)O[C@@H]1C[C@@](OC(=O)/C=C/c2ccc(O)c(O)c2)(C(=O)O)C[C@@H](O)[C@@H]1O | ? | ?
CCN(CC)C(=O)c1cccc(C)c1 | 37.8%[activator][57.5 µM] | -4.7%[53.3 µM]
CCCCCCCCCCC[C@@H](C[C@@H]1OC(=O)[C@H]1CCCCCC)OC(=O)[C@H](CC(C)C)NC=O | 14.7%[57.5 µM] | -7.7%[53.3 µM]
CC(=C/C(=O)O)/C=C/[C@]1(O)[C@@]2(C)CO[C@]1(C)C[C@H](O[C@@H]1O[C@H](CO)[C@@H](O)[C@H](O)[C@H]1O)C2 | 8.5%[29.8 µM] | 1.4%[53.3 µM]
COc1cccc(N(C)C(=S)Oc2ccc3c(c2)CCCC3)n1 | 19.4%&31.9%[57.5 µM] | 5.2%&-5.0%[53.3 µM]
CC1(C)CC2C(O)c3cocc3CC(C)(O)C2C1 (stereo unspecified) | 16.4%[57.5 µM] | 0.8%
Cc1cc(N2CCOCC2)cc2[nH]c(-c3c(NCC(O)c4cccc(Cl)c4)cc[nH]c3=O)nc12 (stereo unspecified) | -0.4% | ?

An excerpt from above in order of formula weight, highest first:
SMILES | NTMT1 inhibitor | FH mod
O=C(NCc1ccc(OC(F)(F)F)cc1)C1c2ccccc2C(=O)N1C1CCOCC1 (stereo unspecified) | 7.7%[57.5 µM] | -1.2%
Cc1ccccc1-n1nc(-c2c(-c3ccc(F)cc3)nn3c2NC[C@@H](CO)C3)ccc1=O | -13.7%[57.5 µM] | 0.6%
OC[C@@]1(O)CO[C@H](OC[C@H]2O[C@@H](OCCc3ccccc3)[C@H](O)[C@@H](O)[C@@H]2O)[C@@H]1O | 17.6%[29.8 µM] | 0.6%[53.3 µM]

The results go on:
SMILES | NTMT1 inhibitor | FH mod
CC(=O)/C=C/C1C(C)CC(O[C@@H]2O[C@H](CO)[C@@H](O)[C@H](O)[C@H]2O)CC1(C)C (stereo partly specified) | 19.0%[29.8 µM] | -0.2%[53.3 µM]
Cn1ccnc1CCOC(c1cc2nccc(C(=O)O)c2[nH]1)c1ccccc1Cl (stereo unspecified) | 16.6%[57.5 µM] | 1.9%
COCCc1ccc(OCC(O)CNC(C)C)cc1 (stereo unspecified) | 22.7%[57.5 µM] | -3.4%&3.6%[53.3 µM]
CCC(C)N(C)C(=O)c1cc2ccccc2c(-c2ccccc2Cl)n1 (stereo unspecified) | 7.2% | -24.8%&-2.3%[53.3 µM]
CC(=O)N[C@H]1[C@H](O[C@H]2CC[C@]3(C)C4CC=C5[C@@H]6CC(C)(C)CC[C@]6(C(=O)O)[C@H](O)C[C@@]5(C)[C@]4(C)CC[C@H]3C2(C)C)O[C@H](CO)[C@@H](O)[C@@H]1O (stereo partly specified) | 28.7%[12.6 µM] | -1.8%[20.6 µM]
O=C(Cc1ccccc1)OC[C@H]1O[C@H](O[C@H]2O[C@H](CO)[C@@H](O)[C@H](O)[C@H]2O)[C@H](O)[C@@H](O)[C@@H]1O | -1.8%[29.8 µM] | 7.0%[53.3 µM]
CCC(C(=O)O)C1CCC(C)C(C(C)C(O)C(C)C(=O)C(CC)C2OC3(C=CC(O)[C@@]4(CC[C@](C)(C5CC[C@@](O)(CC)C(C)O5)O4)O3)C(C)CC2C)O1 (stereo partly specified) | ? | 7.9%[53.3 µM]

One compound at a time (already shown).
CC(=O)N[C@H]1[C@H](O[C@H]2CC[C@]3(C)C4CC=C5[C@@H]6CC(C)(C)CC[C@]6(C(=O)O)[C@H](O)C[C@@]5(C)[C@]4(C)CC[C@H]3C2(C)C)O[C@H](CO)[C@@H](O)[C@@H]1O (stereo partly specified) is entered as NTMT1 inhibitor = 28.7%[12.6 µM]; FH mod = -1.8%[20.6 µM]
O=C(Cc1ccccc1)OC[C@H]1O[C@H](O[C@H]2O[C@H](CO)[C@@H](O)[C@H](O)[C@H]2O)[C@H](O)[C@@H](O)[C@@H]1O is entered as NTMT1 inhibitor = -1.8%[29.8 µM]; FH mod = 7.0%[53.3 µM]

Some of the compounds tested; count on the stated rates, not on these rows.
